Screens deposited in PubChem BioAssay by Sanford-Burnham Center for Chemical Genomics.
TAG inh: inhibitors of triacylglycerol accumulation; inhibition, % at 12.5 µM; hit rate 0.66% among 230,000; H9c2 cells, Nile Red lipid (TAG) fluorescence; cells loaded with 200 µM oleic acid;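 active = pattern-corrected inhibition of lipid staining of at least 50% with the nuclear-stain viability signal not falling by more than 50%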;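 note: 0% = DMSO wells and 100% = triacsin C control wells; some results filed as inactive read as strong as hits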
TAG inh DAPI viability: recorded beside TAG inh, whose call it bears; DAPI nuclei signal change (viability), lower = more cytotoxic, %;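 whole-well DAPI fluorescence read on a plate reader as a viability signal; minus 50 percent equals half of cells still viable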
An asterisk follows results filed as active. An excerpt; rates above refer to the full screens.

The line under a structure holds: TAG inh	TAG inh DAPI viability
OC(c1ccc(-c2ccccc2)cc1)c1ncc(-c2cccc(F)c2)[nH]1 (configuration not stated)
→ -5	-4
CC(/C=C/c1ccco1)=N\NC(=O)C(O)c1ccccc1 (configuration not stated)
→ 5	-7
Cc1ccc(/S(C)=N/S(=O)(=O)c2ccc(C)cc2)cc1 (configuration not stated)
→ -40	3
COC(=O)C1=C(C)N(CCc2ccc(OC)cc2)C(=O)C1
→ 4	5
CC(=O)c1c(C)[nH]c(C(=O)N2CCCCCC2)c1C
→ -4	-1
O=C(c1ccc2c(c1)OCCCO2)c1cccs1
→ 12	-6
Cc1cc(Br)ccc1OCCNCc1ccccc1
→ -4	10
C[C@@H](NC(=O)Cn1ccc(NC(=O)OCc2ccccc2)nc1=O)c1cccc2ccccc12
→ 2	0
CCc1nnc(NC(=O)c2ccc(OCc3c(C)noc3C)c(OC)c2)s1
→ -3	2
CSc1nc2ccc(NC(=O)c3ccc(=O)n(C)n3)cc2s1
→ 5	9
CC1(c2ccc(Cl)cc2)NC(=O)N(CC(=O)Nc2cccnc2Cl)C1=O (configuration not stated)
→ -4	-1
NC(=O)c1cccc(-c2coc3c(C(=O)NC4CCCCC4)cccc23)c1
→ -15	19
Cc1ccc(S(=O)(=O)NCC(c2ccc3c(c2)OCO3)N2CCN(c3ccccc3)CC2)cc1 (configuration not stated)
→ 0	3
CC(C)Cc1nnc(NC(=O)C2CCN(C(=O)c3ccc(F)cc3)CC2)s1
→ 6	3
Cc1ccn(CCNC(=O)C2CCC(=O)N(CCc3ccc(Cl)cc3)C2)n1 (configuration not stated)
→ -2	5
Cc1ccc(/C=N/NC(=O)c2ccc3nc[nH]c3c2)o1
→ -4	-1
Cc1ccc(C2(C)NC(=O)N(CC(=O)Nc3ccccc3C(=O)N3CCCCC3)C2=O)cc1 (configuration not stated)
→ -2	-4
Cc1ccc2c(c1)C(c1ccccc1)N(C(=O)c1ccc(Br)o1)CC(=O)N2 (configuration not stated)
→ -32	2
CCC(C)N1CCNCC1 (configuration not stated)
→ 0	2
COc1c(Cl)cc(Br)c(OC)c1C(=O)NC(=O)Nc1nc(C)cc(C)n1
→ -21	6

The listing continues:
The line under a structure holds: TAG inh	TAG inh DAPI viability
O=C(COC(=O)c1ccc2ncsc2c1)Nc1ccc(Cl)cc1
→ -11	10
COc1ccc2c(c1)OC[C@H]1[C@H]2N2C(=O)c3ccc(F)cc3NC(=O)[C@@]2(C)[C@H]1c1ccccc1
→ -3	-19
COc1ccc2[nH]c(=O)c(C(=O)O)cc2c1
→ 3	-2
Cc1c(C(=O)Cc2ccccc2)n(C)c2ccccc12
→ -11	6
O=C1NC(=O)/C(=C\c2ccccc2OCc2cccc([N+](=O)[O-])c2)N1
→ -3	9
CC(C)Cc1nnc(NC(=O)CN2C(=O)NC3(CC(C)CC(C)(C)C3)C2=O)s1 (configuration not stated)
→ -24	6
NS(=O)(=O)c1ccc(CNC(=S)Nc2ccc(Cl)c(Cl)c2)cc1
→ 3	-4
CCOC(=O)c1c(N)sc2c(OC)c(Br)ccc12
→ 14	-4
CC(C)=CCN1CCN(C/C(Cl)=C/c2ccccc2)CC1CCO (configuration not stated)
→ -5	19
O=Cc1ccc(OCc2ccc3ccccc3c2)cc1
→ 0	-4
CN(C)S(=O)(=O)c1cccc(NC(=O)c2ccc(NS(=O)(=O)c3cccs3)cc2)c1
→ -6	5
CC(C(c1ccc2c(c1)OCO2)c1c(N)n(C)c(=O)n(C)c1=O)[N+](=O)[O-] (configuration not stated)
→ 0	3
NS(=O)(=O)c1ccc(CNC(=O)c2ccncc2)cc1
→ -1	-1
CC(=O)NC1=NN(C(C)=O)C(c2ccco2)S1 (configuration not stated)
→ -1	1
O=C(COc1ccc(S(=O)(=O)N2CCCC2)cc1Cl)NCc1cccnc1
→ -13	2
CCOC(=O)c1sc(N2C(=O)C(O)=C(C(=O)c3ccc(C)o3)C2c2ccc(OC)c(OC)c2)nc1C (configuration not stated)
→ 9	0
COc1ccc(C(CNC(=O)c2ccc(NS(=O)(=O)c3ccc(F)cc3)cc2)N2CCOCC2)cc1 (configuration not stated)
→ -6	3
Cc1ccc(C)c(N2CCN(CCCNC(=O)Cn3cccc3C(=O)c3ccccc3C)CC2)c1
→ 7	38
CCC(C)NC(=O)CSc1nc2c(sc(=S)n2Cc2ccco2)c(=O)n1-c1ccccc1 (configuration not stated)
→ -2	-1
CCOC(=O)C1(C)CCCN(C(=O)c2ccc3ccccc3c2)C1 (configuration not stated)
→ -18	3

New compounds follow
The line under a structure holds: TAG inh	TAG inh DAPI viability
CC1(C)CC(NC(=O)CC(c2ccccc2)c2ccccc2)CC(C)(C)N1
→ 18	5
CCOc1ccc(C(=O)CCN2CCCCCC2)cc1
→ -11	7
CC(C)(C)c1ccc(C(=O)c2c[nH]c(C(=O)NCc3cccs3)c2)cc1
→ 16	-1
CC(C)(C)NC(=O)NC(=O)CSc1ccc(S(=O)(=O)N2CCCCC2)cn1
→ -35	1
O=C1C2C3C=CC([C@@H]2C(=O)N1c1nccs1)C31CC1 (some centres not stated)
→ 3	0
O=C1C2CC=CCC2C(=O)N1Cc1nnc(-c2ccccc2Br)o1 (configuration not stated)
→ 4	-10
Cc1ccccc1OC(=O)c1cccnc1
→ 5	2
COc1ccc(OCc2nnc(SCC(=O)Nc3oc(C)c4c(C)n[nH]c(=O)c34)n2C)cc1
→ -2	-3
O=C(C(Cc1ccccc1)n1cccc1)N1CCN(c2cccc(Cl)c2)CC1 (configuration not stated)
→ -18	-1
CC(C)(CO)Cc1cc(C(C)(C)C)c(O)c(C(C)(C)C)c1
→ -12	8
CC(C)Oc1ccc(Cl)cc1Nc1nc(NCCO)nc(N2CCCC2)n1
→ 39	-8
COc1cc(NC(=O)C/C(C)=N/NC(=O)C(=O)NCCO)c(OC)cc1Cl
→ 0	-2
CC(C)N(Cc1ccccc1)C(=O)COC(=O)c1c(F)cccc1F
→ -4	-5
CCc1nc(SCC(=O)Nc2nnc(CC(C)C)s2)n[nH]1
→ -3	-2
NC(=O)C(CCc1nc2ccccc2[nH]1)NS(=O)(=O)c1ccccc1 (configuration not stated)
→ 9	-12
CCCC(=O)c1c[nH]c(C(=O)NCCc2ccccn2)c1
→ -3	6
CC1(C(=O)N/N=C/c2ccccc2)CC1(Br)Br (configuration not stated)
→ 14	0
C=CCC(C)(NCc1ccccc1)c1ccco1 (configuration not stated)
→ 6	-3
O=C1CCCc2nc(NCc3ccco3)ncc21
→ -21	4
CCOc1ncccc1C(=O)Nc1ccc(S(=O)(=O)N2CCCC2)cc1
→ -10	12

Given with each value named: part of the list above
O=C1C2CC=CCC2C(=O)N1Cc1nnc(-c2ccccc2Br)o1 (configuration not stated)
  TAG inh: 4
  TAG inh DAPI viability: -10
CC1(C(=O)N/N=C/c2ccccc2)CC1(Br)Br (configuration not stated)
  TAG inh: 14
  TAG inh DAPI viability: 0
CCOc1ncccc1C(=O)Nc1ccc(S(=O)(=O)N2CCCC2)cc1
  TAG inh: -10
  TAG inh DAPI viability: 12
O=C1CCCc2nc(NCc3ccco3)ncc21
  TAG inh: -21
  TAG inh DAPI viability: 4

Single values from the list.
TAG inh DAPI viability result of O=C1C2CC=CCC2C(=O)N1Cc1nnc(-c2ccccc2Br)o1 (configuration not stated) : -10
TAG inh result of O=C1CCCc2nc(NCc3ccco3)ncc21 : -21
TAG inh DAPI viability result of CC(C)(C)NC(=O)NC(=O)CSc1ccc(S(=O)(=O)N2CCCCC2)cn1 : 1
TAG inh result of CC(C)Oc1ccc(Cl)cc1Nc1nc(NCCO)nc(N2CCCC2)n1 : 39
TAG inh result of CC(C)(CO)Cc1cc(C(C)(C)C)c(O)c(C(C)(C)C)c1 : -12

(list continues)
The line under a structure holds: TAG inh	TAG inh DAPI viability
Cc1sc(NC(=O)C2CSC3(C)CCC(=O)N23)nc1-c1ccc(F)cc1 (configuration not stated)
→ 30	-7
Cc1ccc(CNC(=O)c2cc3c(-c4ccc(Cl)cc4)nn(C)c3s2)o1
→ 41	-4
O=C(Nc1cccc(-c2cn3ccsc3n2)c1)c1ccccc1
→ 7	0
CC(C)[C@@H](C(=O)OCC(=O)Nc1ccc2c(c1)OCO2)N1C(=O)c2ccccc2C1=O
→ 1	-5
CCOC(=O)c1cnn(-c2ccc(C(C)C)cc2)c1NC(=O)C1CCC1
→ -8	0
CC(C)(C)OC(=O)N1CCCC1C(=O)O (configuration not stated)
→ -14	15
CCOc1ccc(S(=O)(=O)NCc2cccnc2)cc1NC(=O)c1ccccc1
→ 8	-1
O=C(O)c1ccc(/C=N/NC(=O)c2ccc(CN3c4cccc5cccc(c45)S3(=O)=O)cc2)cc1
→ 2	9
CCCOC(=O)c1ccc(NC(=O)c2ccccc2[N+](=O)[O-])cc1
→ 13	-4
CC(=O)c1ccc(OCC(=O)Nc2nnc(C3CC3)s2)cc1
→ -5	4
CN(Cc1cccs1)c1nc(-c2cccnc2)nc2ccccc12
→ -11	-4
COc1cc(/C=N/NC(N)=S)ccc1OCC(=O)Nc1ccc(C)cc1
→ -3	10
COc1ccc(OC)c(S(=O)(=O)Nc2cccc3c(O)cccc23)c1
→ 3	-12
O=C1CN(C(=O)c2ccc3nc(Cc4cccc(Cl)c4)oc3c2)CCN1
→ -11	9
O=S(=O)(c1cccs1)N1CCCc2ccccc21
→ -6	-5
C#CCN(Cc1ccco1)C(=O)c1ccc(OC2CCN(Cc3ccccn3)CC2)cc1
→ -13	1
COCCNC(=O)c1ccc2c(c1)CCN2S(C)(=O)=O
→ 34	-6
COc1cc(C)ccc1OCCOCCOc1cccc2ccc(C)nc12
→ 2	9
COC(=O)Nc1snnc1C
→ 12	-10
Cc1nc2nc(N)nn2c(C)c1C/C=C/c1ccccc1
→ -2	-4

Going on with the list.
The line under a structure holds: TAG inh	TAG inh DAPI viability
COc1cc(NC(=O)[C@@H]2CCCN2S(=O)(=O)c2cccc3cccnc23)cc(OC)c1OC
→ 19	5
Cc1cc(Cl)ccc1Nc1ncccc1C(N)=O
→ 16	-7
CC(C)(C)c1cc[n+](/C(C(=S)Nc2ccccc2F)=C(/[O-])c2ccc3c(c2)OCCO3)cc1
→ 13	-12
CSc1ccc(C#N)cc1NC(=O)c1ccc(Cl)cc1Cl
→ -2	4
O=C(O)c1ccccc1OCc1ccccc1Cl
→ -14	10
S=C(NC1CCCCC1)N(CCc1nc2ccccc2[nH]1)C1CCCC1
→ -12	6
CN(Cc1ccccc1)Cc1ccccc1C(O)c1ccccc1 (configuration not stated)
→ -19	0
CC(=O)c1cccc(-c2csc3ncnc(Sc4nnnn4C)c23)c1
→ 31	-14
CSc1ncccc1C(=O)Nc1ccc(S(=O)(=O)NC2=NCCCCC2)cc1
→ -3	6
CC(NC(=O)COC(=O)Cc1ccc(Cl)cc1)c1ccccc1 (configuration not stated)
→ 2	-10
Cc1c(C)n(CC(O)CN2CCCCCC2)c2ccccc12 (configuration not stated)
→ 37	-21
CC1(c2ccccc2)CC(C)(C)n2c(O)c(C3=NC(=S)NC3=O)c3cccc1c32 (configuration not stated)
→ -6	0
N/C(=N\OC(=O)CSc1ccccc1)c1cccc([N+](=O)[O-])c1
→ -5	5
O=C(/C=C/c1ccc([N+](=O)[O-])o1)NNC(=O)c1ccc(F)cc1
→ 33	-41
CCN1CCN(c2ncnc3c2c(-c2ccccc2)cn3-c2ccc(F)cc2)CC1
→ 0	4
CC(=O)c1c(C)[nH]c(C(=O)COC(=O)COc2ccccc2F)c1C
→ 0	-7
CCN(c1ccccc1)S(=O)(=O)c1ccc(Cl)c(C(=O)OCC(=O)NC(=O)C(C)C)c1
→ 16	5
O=C(CCCCCCN1C(=O)c2ccccc2C1=O)N1CCC(c2ccccc2)C1 (configuration not stated)
→ 3	-10
CC(C)CC1(C)NC(=O)N(CC(=O)N2C(C)CCCC2C)C1=O (configuration not stated)
→ -8	4
Cc1cc(C(=O)NCc2ccco2)sc1C
→ -4	-1

A second format for part of the listing above.
CCN(c1ccccc1)S(=O)(=O)c1ccc(Cl)c(C(=O)OCC(=O)NC(=O)C(C)C)c1
  TAG inh: 16; TAG inh DAPI viability: 5

Cc1ccccc1OC(=O)c1cccnc1
  TAG inh: 5; TAG inh DAPI viability: 2

CC1(C)CC(NC(=O)CC(c2ccccc2)c2ccccc2)CC(C)(C)N1
  TAG inh: 18; TAG inh DAPI viability: 5

CCCOC(=O)c1ccc(NC(=O)c2ccccc2[N+](=O)[O-])cc1
  TAG inh: 13; TAG inh DAPI viability: -4

Next entries follow:
The line under a structure holds: TAG inh	TAG inh DAPI viability
CCOc1ccc(-c2n[nH]c(C)c2Oc2ccc(OC)cc2)c(O)c1
→ -2	8
Cn1c(=O)[nH]c(=O)c2c1nc(N1CCCCC1)n2CCSc1ncccn1
→ 11	-12
COc1ccc(Cn2c(=S)[nH]c3cc(OC)c(OC)cc3c2=O)cc1
→ -9	0
O=C(CCC(=O)N1CCCC1)Nc1ccc(Cl)c(Cl)c1
→ -9	11
CCCN1C(=O)SC(CC(=O)Nc2cccc3ccccc23)C1=O (configuration not stated)
→ -5	0
CCCCCN(C(=O)CCCSc1nncs1)c1c(N)n(CCCC)c(=O)[nH]c1=O
→ 5	-4
O=C(c1c(F)c(F)c(F)c(F)c1F)N(Cc1ccccc1)Cc1ccccc1
→ 7	-2
COc1ccc(-c2csc3ncnc(NCCCO)c23)cc1
→ 0	-14
COc1ccc(C(NC(=O)c2ccc(=O)[nH]c2)C(=O)Nc2ccc(C(C)C)cc2)cc1 (configuration not stated)
→ -13	-1
CCC(C)(C)NC(=O)C(c1cccc(OC)c1OC)N(CCC(C)C)C(=O)CCC(=O)Nc1cc(C)on1 (configuration not stated)
→ 13	4
COc1ccc(C2C(C(C)=O)=C(C)Nc3ncnn32)cc1 (configuration not stated)
→ 3	-7
C[C@H]1CN([C@@H](C)CO)C(=O)CCCn2nncc2CO[C@@H]1CN(C)Cc1ccncc1
→ -5	3
COCCNC(=O)c1cccc(Nc2nc(-c3ccccc3)c3cc(Cl)ccc3n2)c1
→ -19	12
O=C(NNc1nc2ccccc2s1)Nc1ccc(F)cc1
→ 2	0
